Bioassay records deposited in PubChem by National Center for Advancing Translational Sciences (NCATS).
aSyn rescue – rescues yeast growth from alpha-synuclein toxicity | Yeast expressing alpha-synuclein, growth rescue, BacTiter-Glo, 24 h | Potency, µM (top dose mostly 46.1 µM), without a hit: at the highest dose growth rescue (activation), usual class: activators | 0.14% of 370,000 active | AID 652106; also: potency is read from the fitted curve at half-maximal effect; % of control where 0% means no effect; nearly all actives have a fitted effect of over 65% in size
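Galactose-induced alpha-syn yeast (OD600=0.02, raffinose-pregrown) + pinned cpd, 24 hr, 30 deg C; growth by BacTiter-Glo luminescence. Growth restoration scores as activation.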
GLP-1R inv ag – inverse agonists of human GLP-1 receptor. P43220. HEK293 GLP-1R CRE-luciferase, luminescence, 24 h; GLP-1R form is constitutively active. Potency, µM (series often up to 38.3 µM), inactives show at the top dose activity change, negative = inhibition, hits mostly inhibitors. 1.6% of 410,000 active. AID 624417; also: potency is read from the fitted curve at half-maximal effect; % is scaled to controls: 0 for no effect and ±100 for the full control effect; nearly all actives have a fitted effect of over 55% in size
Target sequence (P43220 whole entry, looked up): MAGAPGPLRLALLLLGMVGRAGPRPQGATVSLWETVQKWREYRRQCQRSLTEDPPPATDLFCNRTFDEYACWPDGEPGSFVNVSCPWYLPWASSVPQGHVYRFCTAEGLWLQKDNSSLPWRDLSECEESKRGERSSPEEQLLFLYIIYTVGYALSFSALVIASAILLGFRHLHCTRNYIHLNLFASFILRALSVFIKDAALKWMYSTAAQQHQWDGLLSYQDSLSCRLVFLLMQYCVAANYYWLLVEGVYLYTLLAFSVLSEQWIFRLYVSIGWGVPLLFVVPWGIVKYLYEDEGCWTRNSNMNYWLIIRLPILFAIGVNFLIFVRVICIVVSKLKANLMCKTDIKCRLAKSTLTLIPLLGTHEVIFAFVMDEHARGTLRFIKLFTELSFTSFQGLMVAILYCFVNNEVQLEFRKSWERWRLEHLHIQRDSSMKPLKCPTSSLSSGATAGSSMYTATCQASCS
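Cells are plated, allowed 12 hours at 37 deg C, then treated with compounds for 24 hr before luciferase detection reagent is added and luminescence is read after 12 min at room temperature. The HEK293 line carries constitutively active GLP-1R with a cAMP-responsive reporter.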
FUS yeast rescue – FUS proteinopathy suppression in yeast; S. cerevisiae FUS-expressing, growth rescue, OD600, 24 h; AID 1347120; 0.24% of 390,000 active; Potency, µM (doses to about 76.6 µM), for the others: at the top dose growth rescue (activation), usual class: activators;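 also: potency is read from the fitted curve at half-maximal effect; plate controls were DMSO vehicle for no effect and reference control for full effect; nearly all actives have a fitted effect of over 55% in size; some results filed as inactive show a strong effect at the top dose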
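Read-out: OD at 600 nm after 24hr at 30C, reporting rescue of FUS-induced yeast toxicity. Cells at OD 0.005 in galactose (2%) minimal medium; compounds tested in a dilution series; CP55940 titration from 92uM final as control.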
GLP-1R agonist – agonists of human GLP-1 receptor. 0.007% of 380,000 active. Potency, µM (top dose mostly 45.6 µM), for the others: top-dose activation, most hits filed as activators. P43220. AID 624172. HEK293 GLP-1R CRE-luciferase, luminescence, 4-6 h; cells express a hypersensitive GLP-1R form; also: potency is read from the fitted curve at half-maximal effect; % of control where 0% means no effect
TDP-43 yeast inh – rescues yeast growth from TDP-43 toxicity; Potency, µM (highest dose often 46.1 µM), for the others: top-dose growth rescue (activation), usual class: activators; TDP-43 expressing yeast growth rescue, BacTiter-Glo, 24 h; AID 652104; 1.8% of 410,000 active; also: potency is read from the fitted curve at half-maximal effect; % of control where 0% means no effect; nearly all actives have a fitted effect of over 50% in size
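Cell-based yeast growth screen: TDP-43 expression induced in galactose, inoculum OD600=0.02 after raffinose pregrowth to mid-log. Read-out BacTiter-Glo luminescence at 24 hr, 30 deg C; inhibition of toxicity seen as signal increase.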
pAkt inh – Akt phosphorylation inhibition | activity change, % for hits at 50 µM | Neuro2A IGF-stimulated pAkt S473 HTRF, 20 min; active compounds read low | 0.32% of 360,000 active; in the data active = activity change below about -80%; inconclusive = mostly about -51% to -80%; also: % is scaled to controls: 0 for no effect and ±100 for the full control effect
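Neuro2A cells in DMEM with 0.5% FBS, overnight at 37 deg C, given compound at single 50 µM final, then IGF (6 nM final) for 20 min at 37 deg C. Lysed; phospho-Akt Ser473 by HTRF after 24 h, 665/615 ratio.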
Abeta rescue – restores growth of yeast expressing A-beta42 peptide; 0.063% of 410,000 active; Potency, µM (highest dose often 46.1 µM), for inactives: at the highest dose growth rescue, most hits filed as activators; yeast expressing A-beta42, growth rescue, OD600, 48 h; response scale: 0% DMSO, 100% iron-clioquinol control; also: potency is read from the fitted curve at half-maximal effect; nearly all actives have a fitted effect of over 55% in size
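Growth rescue measured by 600 nm absorbance after 48 h yeast culture at 30 C with compound. Values normalized between DMSO and an equimolar ferric chloride plus clioquinol control.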
DRD3 antagonist – blocks the human D3 dopamine receptor; P35462; max response, negative = inhibition, %; 2.5% of 360,000 active; D3R cells, DiscoveRx beta-arrestin luminescence, antagonist mode; active compounds read low; in the data active = max response below about -50%; inconclusive = no clear call, values can overlap the other calls; also: % is scaled to controls: 0 for no effect and ±100 for the full control effect; mostly tested at two doses, the higher about 12 µM
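Cells expressing the human receptor were seeded at 1500 cells/well, incubated overnight at 37 degrees C in 5% CO2, then exposed to library compounds with dopamine controls for 90 minutes at 37 degrees C before luminescent detection.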
PTHR1 ag – PTHR1 (human) receptor agonism. 0.075% of 410,000 active. Potency, µM (top dose mostly 115 µM), without a hit: at the top dose activation, usual class: activators. AID 743266. HEK293 GP2 PTHR1 cells, GloSensor cAMP luminescence, 1 h; also: potency is read from the fitted curve at half-maximal effect; nearly all actives have a fitted effect of over 55% in size; some results filed as inactive show a strong effect at the top dose; inactives centre near -15; many of its hits are not listed in these tables
Target sequence (Q03431 whole entry, looked up): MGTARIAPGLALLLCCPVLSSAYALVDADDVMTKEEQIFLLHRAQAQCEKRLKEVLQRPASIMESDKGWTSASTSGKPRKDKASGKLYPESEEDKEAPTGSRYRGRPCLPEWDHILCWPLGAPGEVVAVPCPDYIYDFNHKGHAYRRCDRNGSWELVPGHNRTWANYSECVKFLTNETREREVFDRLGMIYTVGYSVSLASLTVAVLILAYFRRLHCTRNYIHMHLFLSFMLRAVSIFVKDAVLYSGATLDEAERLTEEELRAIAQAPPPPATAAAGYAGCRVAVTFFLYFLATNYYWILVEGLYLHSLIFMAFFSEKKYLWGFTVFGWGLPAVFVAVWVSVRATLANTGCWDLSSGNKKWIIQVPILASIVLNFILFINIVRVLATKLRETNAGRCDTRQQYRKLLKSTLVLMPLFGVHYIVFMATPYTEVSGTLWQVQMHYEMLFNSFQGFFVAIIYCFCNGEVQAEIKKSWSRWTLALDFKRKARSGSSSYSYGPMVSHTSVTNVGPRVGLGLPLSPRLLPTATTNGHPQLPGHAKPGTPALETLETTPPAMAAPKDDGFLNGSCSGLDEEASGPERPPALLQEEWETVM
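HEK-293-derived GP2 cells expressing PTHR1 and a GloSensor cAMP reporter, 3,000/well, plated overnight, given luciferin plus IBMX (each 0.5 mM as added) for 1 h at 37 °C, then compound for 1 h at 37 °C. Luminescence was read after 15 min at room temperature.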
* = called active by the depositor; i = inactive; u = inconclusive; x = not tested or not shown; & = joins results of further samples; [ ] = another dose, or the depositor's remark. Unless noted, calls follow the shape of the dose curve; as a rule, active = well fitted curve in the direction sought with a large enough effect; inconclusive = small, poorly fitted or top-dose-only effect, or another doubt; inactive = no such curve, though single readings can be large; an effect the other way counts as inactive or inconclusive. Only part of the results is shown; rates above refer to the full screens.

SMILES	aSyn rescue	GLP-1R inv ag	FUS yeast rescue	GLP-1R agonist	TDP-43 yeast inh	pAkt inh	Abeta rescue	DRD3 antagonist	PTHR1 ag
O=C(CC1SC(N2CCCC2)=NC1=O)Nc1ccc(C(=O)N2CCN(c3cccc(Cl)c3)CC2)cc1 (stereo unspecified)	-1%	u	13%	-9%	11%	i	18%	3	-7%
Cc1cc(O)c(C(c2ccc(Cl)cc2)N2CCN(c3ccccc3)CC2)c(=O)n1Cc1ccco1 (stereo unspecified)	x	-29%	-1%	x	14%	x	13%	x	-29%
O=C(OC(C(=O)NCc1ccc2c(c1)OCO2)c1ccc(Cl)cc1)c1ccco1 (stereo unspecified)	4%	-10%	-11%	-7%	18%	i	5%	-5	i
O=C(N/N=C/c1ccc2c(c1)OCCO2)c1ccncc1	3%	13%	5%	9%	-12%	i	5%	8	i
Cc1ccc(NC(=O)CCC(=O)N2Cc3ccccc3Oc3ncccc32)cc1Cl	x	-29%	25%	x	8%[9.22 µM]	x	-3%	x	i
O=C(CSc1ccc(-c2cccc([N+](=O)[O-])c2)nn1)N1CCCCC1	-5%	5%	-8%	-5%	u	i	-4%	0	-15%
CCCCc1c(C)c(C#N)c2[nH]c3ccccc3n2c1=O	-30%[inhibitor]	-9%	-4%	-30%[inhibitor]	-31%[inhibitor]	x	-71%[inhibitor]	71	-17%[57.5 µM]
Cc1ccc(NC(=O)CN(C)C(=O)c2cccc(S(=O)(=O)N3CCCC3)c2)cc1	-2%	-19%	-39%	-2%	-19%	i	-8%	-4	u
O=C1NC(=S)N/C1=C/c1ccc2c(c1)OCO2	2%	-23%	-25%	-6%	13%	i	-16%	10	i
Nc1cn(C2OC(CO)C(O)C2O)c(=O)[nH]c1=O (stereo unspecified)	3%	12%	-16%	-2%	16%	i	3%	-7	i
COc1n[nH]c(C(=O)Nc2cc(Cl)ccc2Cl)c1[N+](=O)[O-]	-10%	-16%	-5%	3%	-36%[inhibitor]	i	-22%	11	-37%[inhibitor]
Cn1c(=O)[nH]c(=O)c2c1nc(NCc1ccccc1)n2CC(O)c1ccccc1 (stereo unspecified)	1%	3%	8%	15%	-2%	i	4%	-17	-3%[57.5 µM]
Cc1sc(NC(=O)CSc2nnc(COc3ccc(Cl)cc3)n2C)c(C#N)c1C	7%	u	4%	2%	3%	i	7%	-19	i
CC1CCN(S(=O)(=O)c2ccc3[nH]cc(C(=O)NCc4ccc(F)cc4)c(=O)c3c2)CC1	x	1%	-18%	-3%	-2%	x	-4%	x	i
Cc1cccc(C)c1NC(=O)C(=O)NCC(c1ccc2c(c1)OCO2)N1CCOCC1 (stereo unspecified)	x	19%	2%	x	19%	x	10%	x	i
Cc1cc(C)nc(SCC(=O)NC(=O)c2ccccc2O)n1	-2%	6%	-1%	7%	-1%	i	5%	0	-18%
O=C(NCCN1CCOCC1)c1cc([N+](=O)[O-])cc([N+](=O)[O-])c1	3%	23%	0%	-7%	9%	i	19%	22	i
O=C(O)CSc1nc2ccccc2nc1N1CCCCC1	x	-17%	-27%	0%	20µM*	x	1%	x	-17%
Cc1ccc(-c2nnn(CC(=O)N(Cc3cccs3)C(C(=O)NC3CCCC3)c3ccncc3)n2)cc1 (stereo unspecified)	-12%	u	0%	-2%	-4%	i	-12%	-22	i
COC(C[C@@H]1O[C@H]1[C@@H](O)[C@@H](C)OCc1ccccc1)OC	1%	7%	-33%	14%	12%	i	-1%	-8	i

Results in aSyn rescue, pAkt inh and GLP-1R inv ag (3 entries from above):
structure	aSyn rescue	pAkt inh	GLP-1R inv ag
O=C(NCCN1CCOCC1)c1cc([N+](=O)[O-])cc([N+](=O)[O-])c1	3%	i	23%
O=C(O)CSc1nc2ccccc2nc1N1CCCCC1	x	x	-17%
Cc1ccc(-c2nnn(CC(=O)N(Cc3cccs3)C(C(=O)NC3CCCC3)c3ccncc3)n2)cc1 (stereo unspecified)	-12%	i	u

Additional structures
SMILES	aSyn rescue	GLP-1R inv ag	FUS yeast rescue	GLP-1R agonist	TDP-43 yeast inh	pAkt inh	Abeta rescue	DRD3 antagonist	PTHR1 ag
Cc1ccc(NC(=O)COC(=O)c2ccccc2Nc2ccccc2)cc1	9%	-30%	x	-9%	14%	i	0%	19	i
COc1c(Br)cc([N+](=O)[O-])c(OC)c1C(=O)NC(=O)Nc1cc(Cl)cc(Cl)c1	-2%	-6%	-1%	20%	16%	i	1%	6	-38%[inhibitor]
CCc1cccc(NC(=O)CCNC(=O)Cn2ccc3ccccc3c2=O)c1	1%	-7%	8%	12%	-2%	i	12%	-12	-6%
Cc1cc(C)n(CC(C)NCc2cn[nH]c2-c2cccc3ccccc23)n1 (stereo unspecified)	-7%	-19%	9%	-6%	2%	i	4%	-18	-14%
COc1cc2c(cc1OC)C(c1ccccc1)N(C(=O)c1ccccc1)CC2 (stereo unspecified)	2%	u	30%	23%	u	i	-34%	23	-13%
CCOC(=O)c1cccc(N/C=C/C(=O)c2ccc(OC)c(OC)c2)c1	14µM*	84%[activator]	20%	4%	u	i	-83%[inhibitor]	7	-3%[57.5 µM]
COc1ccc(-c2oc3ccc(-c4ccc(OC)nc4)cc3c2-c2ccc(OC)cc2)cc1	-1%	3%	18%	-1%	-13%	i	-18%	36	-24%
Cc1cccn2c(=O)c3cc(C(=O)NCCN4CCOCC4)c(=N)n(CCc4ccccc4)c3nc12	0%	40%[activator]	18%	10%	6%	i	0%	-4	i
C=CCNC(=O)NC(=O)c1csc([N+](=O)[O-])c1	0%	1%	-1%	0%	3%	i	-15%	-16	-28%
CC1(C)C(=O)Nc2ccccc2N1C(=O)COC(=O)c1cc([N+](=O)[O-])ccc1N	9%	6%	0%	17%	8%	i	-7%	-6	-13%
CCOC(=O)c1c(C)[nH]c(C)c1S(=O)(=O)N1CCC(C(=O)N2CCN(c3cccc(Cl)c3)CC2)CC1	x	12%	9%	x	0%	x	7%	x	i
COc1cccc(NC(=O)Cn2nnc(-c3ccccc3N)n2)c1	7%	-21%	9%	3%	-20%	i	11%	-15	i
CCOC(=O)N1CCc2[nH]c3ccc(C)cc3c2C1	2%	17%[0.307 µM]	21%	10%	u	i	u	-24	-19%
CCOc1ncccc1C(=O)Nc1cc(S(=O)(=O)N2CCOCC2)ccc1N1CCCC1	-4%	-10%[0.307 µM]	11%	10%	-14%	i	8%	2	-10%
CCN(CC)c1nc(-c2ccccn2)nc(-c2ccccc2)c1C#N	-7%	13µM*	22%	17%	-1%	i	21%	-6	-20%
Cc1cccc(OCC(O)Cn2c(-n3nc(C)cc3C)nc3c2c(=O)[nH]c(=O)n3C)c1 (stereo unspecified)	-3%	18%	33%	1%	-8%	i	-4%	17	-14%
O=C(CSc1ncccc1-c1nc2ccccc2[nH]1)NC1CC1	0%	-5%	45%	-1%	-16%	i	-10%	-26	5%[57.5 µM]
COC(=O)Cc1ccc(OC2(C)CCN(Cc3ccccc3OC(F)F)C2)cc1 (stereo unspecified)	-1%	-26%	-9%	9%	6%	i	-19%	-59*	i
CC1CCCCC1NC(=O)c1c(O)nc2ccccn2c1=O (stereo unspecified)	0%	u	6%	6%	-29%	i	-21%	-5	i
Cc1ccc(C(=O)NCC(=O)N(C)CC(=O)Nc2ccccc2Br)s1	-3%	-7%	x	-19%	-5%	i	1%	-14	-19%
COc1ccc(N(C)S(=O)(=O)c2cccc(C(=O)NC3CCC(C)CC3)c2)cc1 (stereo unspecified)	3%	u	42%	20%	-13%	i	-5%	-2	-91%[inhibitor]
O=C(C1CCCN(S(=O)(=O)c2ccc(Br)s2)C1)N1CCN(c2ccccc2)CC1 (stereo unspecified)	8%	u	u	9%	-12%&-18%	i	-17%&-26%	3	-26%&-8%
COc1ccc(NC(=O)c2c(C)oc3ccc(O)c(CN4CCC(C)CC4)c23)cc1	x	u	16%	x	12%	x	-10%	x	-21%
COc1ccccc1CNC(=O)C(NC(=O)c1ccccc1C)C(C)C (stereo unspecified)	3%	55%[activator]	-17%	1%	-6%	i	2%	7	i
Cc1ccc(S(=O)(=O)N2CCCC2C(=O)Nc2nc3ccccc3s2)cc1 (stereo unspecified)	12%	0%	45%	-5%	7%	i	3%	17	i
O=C(COC(=O)c1cnccn1)NCCc1ccc(Cl)cc1Cl	8%	8%	13%	-4%	0%	i	-12%	19	i
Cc1ccc(NC(=O)CSc2nnc(C)c(=O)n2N)c(C)c1	-2%	16%	x	-7%	16%	i	5%	1	i
CCOC(=O)C1CCN(S(=O)(=O)c2cn(C)c(=O)n(C)c2=O)CC1	-4%	-4%	-25%	9%	1%	i	-5%	-5	i
Cc1cc(C)c(O)c(-c2cc(C(=O)Nc3c(C)n(C)n(-c4ccccc4)c3=O)[nH]n2)c1	-4%	u	7%	7%	-10%	i	20%	-5	-16%
CS(=O)(=O)c1ccc(C(=O)Nc2ccccc2Cl)cc1	-1%	8%	10%	6%	12%	i	0%	2	-5%
O=C(O)C(Cc1c[nH]c2ccccc12)N1C(=O)c2ccccc2C1=O (stereo unspecified)	-2%	-5%	-3%	-4%	0%	i	3%	-6	-17%
CCOCCCNC(=S)Nc1ccc2nc(N3CCOCC3)cc(C)c2c1	0%	12%	8%	17%	-2%	i	-11%	-16	i
Cc1ccc(S(=O)(=O)SC/C=C/CSS(=O)(=O)c2ccc(C)cc2)cc1	-74%[inhibitor]	-6%	x	-8%	u	i	-82%[inhibitor]	u	i
COc1ccc(C2=C(C=Nc3c(C)n(C)n(-c4ccccc4)c3=O)C(c3ccccc3C)c3ccccc3O2)cc1OC (stereo unspecified)	8%	-18%	39%	8%	-9%	i	-3%	-3	-15%
